Compound activity from PubChem.
DNA Pol III inh = qHTS Assay for Inhibitors of DNA Polymerase III Holoenzyme System | Potency, µM (top dose mostly 57.1 µM), for inactives: at the highest dose activity change, negative = inhibition | hit rate 0.25% among 71,000 | reconstituted DNA polymerase III holoenzyme replication, biochemical | AID 603, 2007; note: potency is the fitted concentration of half-maximal effect; % is set by controls: 0 for no effect and ±100 for the full control effect
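Reconstituted *E. coli* holoenzyme (0.35 nM Pol III, 1 nM beta, 154 nM SSB, 2 nM primase) was preincubated with compound for 15 min at RT. Synthesis on 1.4 nM ssM13Gori ran 35 min, then was stopped with PicoGreen/EDTA and read as dsDNA fluorescence.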
HBB splicing = qHTS Assay for Modulators of Hemoglobin Beta Chain Splicing | HBB splicing reporter cell assay, activation; EGFP reporter with mutant IVS2-654 intron; response scale: normalised to 500 nM splice-correcting PNA | Potency, µM (titrated, usually from 46.1 µM), without a hit: at the highest dose activation, actives largely listed as activators | hit rate 0.06% among 65,000 | AID 925, 2007; note: potency is the fitted concentration of half-maximal effect; 0% is about no effect
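Compounds were applied for 2 days to HeLa EGFP-654 cells, 500/well in Optimem with 2% FCS. The reporter's EGFP is disrupted by mis-splicing of beta-globin intron IVS2-654. Readout: summed well GFP fluorescence from 488 nm laser scanning; reference was 500 nM antisense […] 654 PNA.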
BRCT inh red = qHTS Assay for Inhibitors of BRCT-Phosphoprotein Interaction (Red Fluorophore) | Breast cancer type 1 susceptibility protein (Homo sapiens), P38398 | BRCT-phosphopeptide binding, red fluorescence polarization | Potency, µM (highest dose often 76.9 µM), without a hit: at the top dose activity change, negative = inhibition, usual class: inhibitors | hit rate 0.03% among 75,000; note: % is set by controls: 0 for no effect and ±100 for the full control effect
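Rhodamine-labelled pBACH1 10-mer (100 nM) bound to BRCT domain (100 nM) at pH 7.3; compounds incubated 12 min room temperature, polarization read. Free peptide defines full inhibition; unlabelled decapeptide titrated as control.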
ALOX15 inhib = qHTS Assay for Inhibitors of 15-hLO (15-human lipoxygenase); Polyunsaturated fatty acid lipoxygenase ALOX15 (Homo sapiens), P16050; purified 15hLO-1, xylenol orange hydroperoxide absorbance; Potency, µM (titrated, usually from 57.1 µM), for the others: at the highest dose activity change, negative = inhibition, hits mostly inhibitors; hit rate 1.4% among 74,000; AID 887, 2007; note: potency is the fitted concentration of half-maximal effect; % is set by controls: 0 for no effect and ±100 for the full control effect; nearly all actives have a fitted effect of over 55% in size
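Hydroperoxide formed from arachidonic acid (50 uM) by purified human 15hLO-1 (40 nM) oxidizes ferrous iron, and the ferric-xylenol orange complex is read at 573 versus 405 nm. Compounds were preincubated 15 min; reaction ran 6 min at room temperature.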
USP2a inh = qHTS Assay for Inhibitors of Ubiquitin-specific Protease USP2a; Ubiquitin carboxyl-terminal hydrolase 2 (Homo sapiens), O75604; USP2a enzymatic assay, qHTS inhibition; Potency, µM (top dose mostly 38.3 µM), without a hit: top-dose activity change, negative = inhibition, usual class: inhibitors; hit rate 0.1% among 60,000; AID 927, 2007;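 note: potency is the fitted concentration of half-maximal effect; nearly all actives have a fitted effect of over 60% in size; plate controls were DMSO for no effect and NEM full inhibition control for full effect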
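Inhibition is measured in a cell-free coupled assay with 20 nM USP2 core, 20 nM Ub-PLA2 and 20 uM NBD C6-HPC, 2.5 h incubation. Activity normalized to NEM control.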
BRCT PPI green = qHTS Assay for Inhibitors of BRCT-Phosphoprotein Interaction (Green Fluorophore) | hit rate 0.05% among 75,000 | BRCA1 BRCT-phosphopeptide binding, green fluorescence polarization | Potency, µM (series often up to 76.9 µM), without a hit: at the highest dose activity change, negative = inhibition, actives largely listed as inhibitors | AID 875, 2007 | Breast cancer type 1 susceptibility protein (Homo sapiens), P38398;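 note: potency is the fitted concentration of half-maximal effect; plate controls were peptide without protein for full effect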
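Fluorescence polarization: His-tagged BRCT (~35 kDa BRCA1 C-terminus, 250 nM) bound to 100 nM fluorescein-labeled phosphorylated 10-aa BACH1 peptide, pH 7.3 phosphate buffer with DTT and Tween 20. Compounds incubated 12 min at room temperature; inhibition read as lowered polarization.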
CRE Fsk mod = Cell signaling CRE-BLA (Fsk stim). CHO CRE-bla reporter (cAMP response element driving beta-lactamase), forskolin EC10, beta-lactamase ratio. Potency, µM (series often up to 38.2 µM), for the others: top-dose activity change, negative = inhibition, usual class: activators. hit rate 2.5% among 71,000. AID 662, 2007; active = well fitted activation curve with a large enough effect in the signal ratio, with a control signal flat, not every such curve was filed as active; inconclusive = small, poorly fitted or top-dose-only effect, or effect the other way, or a change in a side signal; the % refers to the signal ratio; note: potency is the fitted concentration of half-maximal effect; % of control where 0% means no effect
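Modulation of forskolin-driven signalling is measured in CHO cells carrying a CRE-controlled beta-lactamase reporter. Cells are stimulated with EC10 NKH 477 in the presence of titrated compound for 3 h at 37 °C, then loaded with CCF4 for 2 h at room temperature.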
Hsp90 Hop PPI = qHTS Assay for Disrupters of an Hsp90 Co-Chaperone Interaction; Hsp90 C-terminal peptide / TPR2A (Hop) interaction, human; AlphaScreen TPR2A-His6 binding biotin-Hsp90 C-terminal peptide; Potency, µM (top dose mostly 57 µM), without a hit: at the highest dose activity change, negative = inhibition; hit rate 0.44% among 71,000; active = well fitted curve in either direction with a large enough effect; inconclusive = small, poorly fitted or top-dose-only effect, or another doubt; note: potency is the fitted concentration of half-maximal effect; % is set by controls: 0 for no effect and ±100 for the full control effect; many of its hits are not listed in these tables
HADH2 inh = qHTS Assay for Inhibitors of HADH2 (Hydroxyacyl-Coenzyme A Dehydrogenase, Type II); recombinant HADH2, NADH fluorescence, beta-hydroxybutyryl-CoA; Potency, µM (top dose mostly 57.1 µM), without a hit: top-dose activity change, negative = inhibition, hits mostly inhibitors; hit rate 3.4% among 73,000; AID 886, 2007; note: potency is the fitted concentration of half-maximal effect; % is set by controls: 0 for no effect and ±100 for the full control effect; nearly all actives have a fitted effect of over 60% in size; many of its hits are not listed in these tables
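Activity measured as NADH fluorescence gain (360/450 nm), taken as the change between first and last reads of a 4-min kinetic run. Conditions: pH 9.0 Tris buffer, 20 nM E. coli-expressed His-tagged enzyme, 1 mM NAD+, 90 uM beta-hydroxybutyryl-CoA; 15-min compound preincubation.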
GFP derepression = qHTS Assay for Epigenetic Modulators; mouse C127i GFP locus derepression, cytometry, 30 h; Potency, µM (doses to about 46.1 µM), for inactives: at the highest dose GFP derepression (activation); hit rate 0.09% among 68,000; note: % of control where 0% means no effect
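Murine C127i mammary cells carrying a silenced, stably integrated CMV-driven GFP reporter were treated with compound for 30 hours at 37 C. After PBS washes, GFP-positive cells were counted by laser-scanning microplate cytometry.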
UbGFP stabilizer = Ubiquitin-GFP Assay. AID 526, 2006. Ubiquitin-GFP reporter cells, proteasome inhibition, GFP fluorescence; response scale: untreated = 0%, 10 µM MG-132 = 100%. 67,000 tested, under 10 active. Potency, µM (series often up to 45.9 µM), without a hit: top-dose activation (GFP accumulation), actives largely listed as activators; active = well fitted activation curve with a large enough effect, not every such curve was filed as active; inconclusive = small, poorly fitted or top-dose-only effect, or another doubt; inactive = no such curve, though single readings can be large or run the other way; note: potency is the fitted concentration of half-maximal effect
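U2OS cells expressing ubiquitin(G76V)-GFP, seeded overnight in 0.5% FBS medium, then treated 4 hr at 37 C across 46 uM to 2.9 nM. GFP-positive cells counted by laser cytometry (488 ex/515 em); %activity scaled between basal and 10 uM MG-132.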
An asterisk follows results filed as active; u = inconclusive; x = no result given; [ ] = dose if it differs, or a comment. Unless noted, calls come from the whole dose curve; as a rule, active = well fitted curve in the direction sought with a large enough effect; inconclusive = small, poorly fitted or top-dose-only effect, or another doubt; inactive = no such curve, though single readings can be large; an effect the other way counts as inactive or inconclusive. Only part of the results is shown. The share of hits here may be higher or lower than overall.

SMILES	DNA Pol III inh	HBB splicing	BRCT inh red	ALOX15 inhib	USP2a inh	BRCT PPI green	CRE Fsk mod	Hsp90 Hop PPI	HADH2 inh	GFP derepression	UbGFP stabilizer
COc1ccccc1NC(=O)CN1CCN(CC(=O)Nc2ccc(OCc3ccccc3)cc2)CC1	1%	5.3%	0.3%	-4%	25%	0.6%	10%	-2%	-6%	0%	3%
c1ccc(CNc2ccc3c(c2)ncn3C2CCCCC2)nc1	2%	-0.7%[0.369 µM]	-0.9%	21%	-1%	0.9%	u	u	0%	0%	x
CC(=NCCc1ccccc1)C1=C(O)COC1=O	-2%	0.8%	-2.0%	18%	-6%	0.6%	-1%	-5%	-7%	-2%	11%
CCN1CCN(C(c2cccs2)C(C)NS(=O)(=O)c2ccc(Br)cc2)CC1 (configuration not stated)	3%	-1.0%	-0.9%	-7%	9%	0.3%	u	0%	9%	-1%	8%
N#Cc1cccc(NC(=O)N2CCC(c3nc4c(nnn4Cc4cccc(Cl)c4)c(=O)[nH]3)CC2)c1	0%	-0.2%	-0.8%	-29%	61%[activator]	2.0%	u	-3%	9%	1%	20%
Cc1nc2c(cnn2-c2ccc(Cl)cc2)c(=O)n1-c1ccc2c(c1)OCCO2	-6%	0.0%	-1.0%	-10%	7%	-1.4%	u	2%	6%	0%	11%
Cc1cc(C(=O)CSc2nnc(C3COc4ccccc4O3)n2C)c(C)n1-c1ccc(F)cc1 (configuration not stated)	4%	-0.3%[57.5 µM]	0.4%	u	42%[activator]	1.2%	3%	-9%	3%	-1%	1%
Cc1ccc(C(=O)N2CCOCC2)cc1S(=O)(=O)Nc1cccc(C)c1C	-6%	-1.1%	-0.9%	6%	0%	0.9%	-2%	-1%	18%	0%	-9%
N#Cc1ccc(CN2CC3(CCN(C(=O)c4ccco4)CC3)C2)cc1	-3%	1.7%	0.0%	0%	6%	-2.1%	7%	-5%	3%	-2%[9.22 µM]	-6%
COc1ccc(CNC(=O)C(C)OC(=O)c2cccn2C)cc1 (configuration not stated)	0%	-0.2%[57.5 µM]	-1.1%	0%	-1%	-0.9%	u	-3%	4%	3%	-2%
O=C(Nc1ccc(S(=O)(=O)Nc2ccc(Cl)cc2)cc1)C1CCCO1 (configuration not stated)	-5%	0.8%	0.9%	-16%	14%	-0.1%	4%	-6%	3%	-3%	3%
CCN(CC)CCOC(=O)[C@@H](c1ccccc1)C1CCCCC1	-4%[25.6 µM]	0.6%[20.6 µM]	1.0%[34.4 µM]	17%[25.6 µM]	7%[17.1 µM]	-1.7%[34.4 µM]	-9%[17.1 µM]	-1%[26 µM]	5%[25.6 µM]	2%[20.6 µM]	-1%[20.5 µM]
Cc1nn(C)c(C)c1N=Cc1c(O)ccc2ccccc12	-2%	-1.1%	0.9%	2%	8%	20%	4%	-8%	-5%	-4%	8%
O=C(c1ccc(F)cc1)N1C2CCC1CC(O)(c1ccccc1F)C2 (configuration not stated)	-4%	-7.3%	-0.6%	-13%	-8%	-3.0%	-10%	-1%	4%	0%	-3%
CCOC(=O)N1CCN(C(=O)CCc2nc3sc4c(c3c(=O)[nH]2)CCCC4)CC1	8%	0.1%	0.4%	2%	4%	-0.6%	5%	-1%	6%	8%	-4%
CC1(C)CC(=O)C(C(c2cccc(O)c2O)C2C(=O)CC(C)(C)CC2=O)C(=O)C1	-9%[11.4 µM]	-0.6%[9.22 µM]	-0.6%[15.4 µM]	18%[11.4 µM]	x	-2.8%[15.4 µM]	-11%[7.6 µM]	-2%[11 µM]	-10%[11.4 µM]	-3%[9.22 µM]	2%[9.17 µM]
CCC(=O)N1CCN(c2ccc(NC(=O)c3cc4ccccc4o3)cc2Cl)CC1	-2%	-1.5%	0.5%	-17%	42%[activator]	-0.5%	u	-9%	5%	2%	-1%
O=C(CN(c1ccc(F)cc1)S(=O)(=O)c1ccc2c(c1)OCCO2)Nc1cccnc1	0%	1.8%	1.2%	1%	24%	-0.9%	-9%	-8%	2%	0%	4%
COCCCN(C(=O)c1cccnc1SC)c1c(N)n(Cc2ccccc2)c(=O)[nH]c1=O	u	-0.2%[57.5 µM]	-0.6%	9%	-5%	-1.6%	-10%	-3%	-5%	0%	-5%
CCOC(=O)C1CCCCN1Cc1ccccc1C(F)(F)F (configuration not stated)	-1%	3.3%	-0.7%	-3%	4%	-1.1%	3%	2%	-1%	0%	-3%

The final 4 compounds of the section above come first, to join the parts:
SMILES	DNA Pol III inh	HBB splicing	BRCT inh red	ALOX15 inhib	USP2a inh	BRCT PPI green	CRE Fsk mod	Hsp90 Hop PPI	HADH2 inh	GFP derepression	UbGFP stabilizer
CCC(=O)N1CCN(c2ccc(NC(=O)c3cc4ccccc4o3)cc2Cl)CC1	-2%	-1.5%	0.5%	-17%	42%[activator]	-0.5%	u	-9%	5%	2%	-1%
O=C(CN(c1ccc(F)cc1)S(=O)(=O)c1ccc2c(c1)OCCO2)Nc1cccnc1	0%	1.8%	1.2%	1%	24%	-0.9%	-9%	-8%	2%	0%	4%
COCCCN(C(=O)c1cccnc1SC)c1c(N)n(Cc2ccccc2)c(=O)[nH]c1=O	u	-0.2%[57.5 µM]	-0.6%	9%	-5%	-1.6%	-10%	-3%	-5%	0%	-5%
CCOC(=O)C1CCCCN1Cc1ccccc1C(F)(F)F (configuration not stated)	-1%	3.3%	-0.7%	-3%	4%	-1.1%	3%	2%	-1%	0%	-3%
C[C@@H]1CC2(OC(O)[C@]3(C)O[C@H]23)O[C@H]2C[C@@]3(C)[C@@H]4CC[C@H]5C(C)(C)C(O[C@@H]6OC[C@@H](O)[C@H](O)[C@H]6O)CC[C@@]56C[C@@]46CC[C@]3(C)[C@@H]12 (some centres not stated)	-9%	-0.8%	0.1%	-14%	x	1.0%	-19%	-3%	-4%	x	x
CCCCOc1ccc(CSc2nncn2N)cc1	-6%	x	0.4%	4%	4%	-0.1%	1%	0%	13%	1%	-1%
O=C1[C@H]2[C@@H](C(=O)N1c1cc(Cl)cc(Cl)c1)[C@]1(C(=O)Nc3ccccc31)N1CCC[C@@H]21	-7%	-1.0%[0.369 µM]	-0.4%	-14%	47%[activator]	3.8%	u	-7%	-29%	0%	x
COc1cc(C(c2sc3nc(C)nn3c2O)N2CCc3ccccc3C2)cc(OC)c1OC (configuration not stated)	-3%	0.4%	0.6%	3%	x	-1.4%	u	1%	u	x	2%
COc1cccc(/C=N/n2c(C)nc3ccccc3c2=O)c1O	-4%	-0.8%	0.1%	-2%	-4%	-1.9%	3%	-5%	6%	0%	-1%
COC(=O)c1ccc(OCC(O)CN2C(=O)NC(C)(C)C2=O)cc1 (configuration not stated)	-1%	-2.6%	-0.6%	5%	2%	0.2%	7%	0%	-17%	0%	-3%
COC(=O)CCN1CCC(C(N)=O)CC1	-1%	-1.1%	1.6%	8%	-10%	2.1%	-5%	2%	4%	-2%	0%
COc1ccc(CN2CCCC(C(=O)N3CCCC3)C2)cc1 (configuration not stated)	-6%	3.0%[0.369 µM]	-3.0%	-6%	1%	-1.3%	2%	-2%	-1%	0%	x
